Screens (PubChem)
uPA surface inh: blocks generation of uPA at the cell surface; 330,000 compounds, 0.31% hits; cell surface uPA generation assay, qHTS; Potency, µM (top dose mostly 38.3 µM), without a hit: at the highest dose activity change, negative = inhibition, hits mostly inhibitors; active = well fitted inhibition curve with a large enough effect; inconclusive = small, poorly fitted or top-dose-only effect; inactive = no such curve, though single readings can be large or run the other way; tested in mouse RAW 264.7 cells; also: potency is read from the fitted curve at half-maximal effect; % is scaled to controls: 0 for no effect and ±100 for the full control effect; nearly all actives have a fitted effect of over 55% in size
Tb PFK inh: blocks T. brucei phosphofructokinase; 330,000 compounds, 0.17% hits; Potency, µM (titrated, usually from 57.5 µM), inactives show at the top dose activity, negative = inhibition, usual class: inhibitors; O15648; T. brucei PFK, ADP-Glo luminescence;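 also: potency is read from the fitted curve at half-maximal effect; 0% = uninhibited 1x PFK enzyme wells and -100% = no-enzyme wells; nearly all actives have a fitted effect of over 60% in size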
Target sequence (O15648 whole entry, looked up): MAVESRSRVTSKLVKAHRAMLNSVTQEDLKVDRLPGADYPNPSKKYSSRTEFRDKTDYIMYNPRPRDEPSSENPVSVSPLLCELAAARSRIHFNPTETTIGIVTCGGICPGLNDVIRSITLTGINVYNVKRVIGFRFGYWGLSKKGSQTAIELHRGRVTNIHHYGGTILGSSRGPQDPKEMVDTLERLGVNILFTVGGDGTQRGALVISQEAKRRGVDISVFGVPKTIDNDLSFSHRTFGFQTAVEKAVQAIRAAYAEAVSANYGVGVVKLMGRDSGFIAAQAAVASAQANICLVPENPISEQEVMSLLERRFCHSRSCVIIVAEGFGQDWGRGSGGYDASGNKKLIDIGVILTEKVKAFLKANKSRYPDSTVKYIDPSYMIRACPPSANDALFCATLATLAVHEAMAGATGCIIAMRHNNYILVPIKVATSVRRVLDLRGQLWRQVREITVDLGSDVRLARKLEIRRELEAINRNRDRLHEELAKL
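Compounds were pin-transferred as a titration series up to 57 uM into substrate buffer (0.5 mM F6P, 0.1 mM ATP, pH 8.0), then 1.25 nM PFK was added and reactions ran 45 min before ADP-Glo detection.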
FLuc modulator: inhibits or activates purified firefly luciferase, miR-21 counter-screen; AID 588342; Potency, µM (series often up to 57.5 µM), inactives show at the highest dose activity change, negative = inhibition, hits mostly inhibitors; 360,000 compounds, 6.9% hits; P08659; purified FLuc, Km substrates, luminescence inhibition;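 also: potency is read from the fitted curve at half-maximal effect; plate controls were vehicle for no effect and reference inhibitor for full effect; nearly all actives have a fitted effect of over 55% in size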
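Purified P. pyralis luciferase, 10 nM final, with Km-level 10 uM D-luciferin and 10 uM ATP in 50 mM Tris acetate pH 7.5, 10 mM Mg acetate, 0.01% Tween-20, 0.05% BSA; 6-point qHTS titration about 60 µM downward; luminescence read.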
ELG1 genotoxic: genotoxicity induction in ELG1-luciferase HEK293T cells; HEK293T ELG1-luciferase reporter, luminescence, 16 h; Potency, µM (titrated, usually from 46 µM), for the others: at the highest dose activity change, positive = activation, most hits filed as activators; 330,000 compounds, 1.3% hits; also: potency is read from the fitted curve at half-maximal effect; % of control where 0% means no effect; nearly all actives have a fitted effect of over 60% in size
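Quantitative HTS format in 1536-well plates. HEK293T ELG1-luciferase reporter cells receive test compound and are incubated 16 hr at 37 °C, 5% CO2; ONE-Glo added, 30 min room temperature, then luminescence read.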
NPC1 promoter act: activates the NPC1 promoter | 320,000 compounds, 2.4% hits | AID 485313 | Potency, µM (top dose mostly 9.22 µM), without a hit: at the highest dose activation, most hits filed as activators | Huh7 NPC1 promoter luciferase reporter, 24 h;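 also: potency is read from the fitted curve at half-maximal effect; % of control where 0% means no effect; nearly all actives have a fitted effect of over 60% in size; reporter is driven by a mutant NPC1 promoter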
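Stable NPC1-promoter luciferase Huh7 line; cpd (DMSO) 24 h, 37 °C, 5% CO2; Amplite luciferase reagent 10 min RT; luminescence readout. qHTS format.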
Rab9 promoter act: activates the Rab9 promoter; AID 485297; Potency, µM (titrated, usually from 9.22 µM), inactives show at the highest dose activation, negative = inhibition, usual class: activators; 320,000 compounds, 2.8% hits; Huh7 Rab9 promoter-luciferase reporter, luminescence, 24 h; also: potency is read from the fitted curve at half-maximal effect; % of control where 0% means no effect; nearly all actives have a fitted effect of over 60% in size
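Huh7 cells stably carrying a Rab9 promoter-luciferase reporter, 1500 cells per well in OP-MEM I with 10% FBS, treated with compound 24 hours at 37C. Luciferase activity read by luminescence after 10 minutes with Amplite reagent.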
KCNH2 3.1 inh: blocks the human KCNH2 3.1 channel isoform; U2OS KCNH2 3.1, thallium flux FluxOr; stronger effect = lower value; activity change, % (tested at about 1.8 µM); 340,000 compounds, 0.95% hits; AID 720553;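 active = maximum activity change below -70%; inconclusive = maximum activity change from -70% to -50%; inactive = maximum activity change above -50%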;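 also: thallium influx rate constant from kinetic fluorescence after stimulation buffer; % is scaled to controls: 0 for no effect and ±100 for the full control effect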
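Measured as rate of thallium-driven FluxOr signal in transduced U2OS cells carrying the 3.1 channel, read kinetically for 2 min upon stimulation; values are rate constants scaled to DMSO control wells.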
RORg inh: ROR gamma (mouse) transcription inhibition; Drosophila S2 Gal4-RORgamma UAS-luciferase reporter, 20 h; 310,000 compounds, 5.4% hits; P51450; Potency, µM (highest dose often 53.6 µM), for inactives: at the highest dose activity change, negative = inhibition, usual class: inhibitors; AID 2551; also: potency is read from the fitted curve at half-maximal effect; % is scaled to controls: 0 for no effect and ±100 for the full control effect; nearly all actives have a fitted effect of over 60% in size
Target sequence (P51450 whole entry, looked up, the tested form may be a part): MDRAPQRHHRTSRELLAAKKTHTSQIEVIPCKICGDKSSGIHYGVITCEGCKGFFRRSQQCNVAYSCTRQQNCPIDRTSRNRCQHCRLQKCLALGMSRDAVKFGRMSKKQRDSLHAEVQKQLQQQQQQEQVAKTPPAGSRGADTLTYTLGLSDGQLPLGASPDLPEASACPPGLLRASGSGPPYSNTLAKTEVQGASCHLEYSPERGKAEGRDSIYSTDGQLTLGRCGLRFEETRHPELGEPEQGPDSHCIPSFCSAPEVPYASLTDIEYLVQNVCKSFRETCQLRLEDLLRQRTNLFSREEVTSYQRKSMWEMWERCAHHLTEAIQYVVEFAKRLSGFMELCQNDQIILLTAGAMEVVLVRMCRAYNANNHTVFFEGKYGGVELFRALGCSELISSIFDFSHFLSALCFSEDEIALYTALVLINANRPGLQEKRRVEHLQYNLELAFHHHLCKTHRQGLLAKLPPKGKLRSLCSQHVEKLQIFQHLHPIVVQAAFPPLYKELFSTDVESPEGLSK
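Luminescence from a UAS-regulated Photinus luciferase reporter in stably transfected Drosophila Schneider cells is measured; decreased signal marks ROR gamma inhibition. Fusion expression is induced by 700 uM copper sulfate for 20 hr.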
Gal4-VP16 FLuc: counter-screen for ROR gamma inhibitors: Gal4-VP16 reporter; Drosophila S2 Gal4-VP16 UAS-luciferase, luminescence, 20 h; Potency, µM (titrated, usually from 53.6 µM), for the others: top-dose activity, negative = inhibition, hits mostly inhibitors; 310,000 compounds, 3.5% hits;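 also: Gal4-VP16 expression switched on by copper sulfate through the metallothionein promoter; potency is read from the fitted curve at half-maximal effect; % is scaled to controls: 0 for no effect and ±100 for the full control effect; nearly all actives have a fitted effect of over 50% in size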
Giardia killer: Giardia lamblia killing. Giardia lamblia trophozoite viability. activity change, % at 7.66 µM, hits read low. 340,000 compounds, 0.15% hits; in the data active = activity change below about -80%; inconclusive = between about -30% and that limit;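 also: parasites exposed to compound for two days anaerobically before the ATP read; % is scaled to controls: 0 for no effect and ±100 for the full control effect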
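Each well holds 100 Giardia trophozoites and compound. After two days (48 hrs) at 37 deg C in anaerobic conditions, ATP is quantified by luminescence.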
Coupling enz: inhibits coupling enzyme system, counter-screen for aldolase hits; coupling enzyme system counterscreen, AmpLite Red fluorescence; activity change, negative = inhibition, % at 58.2 µM, hits read low; 290,000 compounds, 0.67% hits; AID 2472; in the data active = activity change below about -30%; also: % is scaled to controls: 0 for no effect and ±100 for the full control effect
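First, compound is pin-transferred into glyceraldehyde-3-phosphate coupling-enzyme reagent at 57.5 uM final and held 10 min at RT. Next, substrate, coupling system and AmpLite Red are added. After 20 min RT, fluorescence (525/598 nm) is read.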
An asterisk follows results filed as active; ? = inconclusive; nt = no result given; & = joins results of further samples; [ ] = remark or other dose. Unless noted, calls follow the shape of the dose curve; as a rule, active = well fitted curve in the direction sought with a large enough effect; inconclusive = small, poorly fitted or top-dose-only effect, or another doubt; inactive = no such curve, though single readings can be large; an effect the other way counts as inactive or inconclusive. The order is random. Share with any hit: about 14%.

SMILES	uPA surface inh	Tb PFK inh	FLuc modulator	ELG1 genotoxic	NPC1 promoter act	Rab9 promoter act	KCNH2 3.1 inh	RORg inh	Gal4-VP16 FLuc	Giardia killer	Coupling enz
CCCC(O)(c1ccc(OC)cc1)C(CN1CCOCC1)c1ccc(Cl)cc1 (centres undefined)	-4%	1%	-1%	-7%	0%	-3%	-4	8%	-6%	-22	0
COc1ccc2c(Cl)c(C(=O)N/N=C/c3c(C)[nH]c4ccccc34)sc2c1	-5%	2%	-18%	1%	0%	0%	-33	-23%	-27%	-7	0
CC12COC3(C(=O)Nc4cccnc4)CC1CCC32C (centres undefined)	2%	-4%	6%	1%	-2%	1%	17	12%	-2%	3	3
CCC(C(=O)NC(C)(C)C)N(C(=O)Cn1nnc(-c2ccccc2F)n1)c1cnc2ccccc2c1 (centres undefined)	-14%	-5%	-1%	1%	-5%	-1%	-5	9%	16%	1	3
CCOC(=O)c1c(-c2ccccc2)oc2ccc(OCC(=O)NN)cc12	-2%	4%	3%	-5%	-5%	0%	-1	10%	5%	-20	-1
COc1ccc2[nH]c(C(=O)Nc3ccccc3Cl)cc2c1	-25%	0%	?	9%	-25%	-1%	25	14%	-4%	-17	-1
CCCCn1c(Nc2ccc(OC)cc2)nc2ccccc21	-14%	0%	-6%	2%	?	-1%	5	10µM*	?	-4	0
CCCCn1cnc2c1c(=O)[nH]c(=O)n2CCCC	-4%	-8%	8%	0%	2%	3%	21	-40%	-7%	-10	-5
CCc1ccc(N2CC(C(=O)NC3=NCCS3)CC2=O)cc1 (centres undefined)	-1%	5%	-13%	1%	-1%	-1%	-3	-3%	-15%	-4	0
CCCCCCCNC(=O)C1(CC2CC(c3ccc(Cl)cc3)=NO2)CCN(C(=O)c2ccccc2)CC1 (centres undefined)	-1%	4%	1%	-8%	-6%	1%	nt	43%	7%	-14	4
CC1CC(N(C(=O)c2ccc(Cl)cc2)c2ccccc2)c2ccccc2N1C(=O)c1ccco1 (centres undefined)	-16%	12%	0%	-15%	0%	-1%	-29	-7%	9%	5	2
O=C(Cc1ccccc1Cl)N1CCOCC1	2%	0%	0%	1%	-2%	-4%	0	5%	-15%	4	0
Cc1ccc(NC(=O)C2=CCN(S(=O)(=O)c3ccc(F)cc3)CC2)c(C)c1	3%	4%	5%	-1%	-2%	-2%	-3	-12%	-3%	-8	3
O=C(CNC(=O)c1n[nH]c2ccccc12)Nc1ccc(F)c(F)c1F	11%	2%	nt	7%	nt	nt	-13	nt	nt	-2	nt
CCCCNC(=O)CC(NS(=O)(=O)c1ccc(C)cc1)c1ccco1 (centres undefined)	nt	2%	-2%	0%	0%	22%	-3	-8%	8%	-10	-1
Cc1cccc(/C=C2/SC(=O)N(Cc3ccccc3Cl)C2=O)n1	-3%	-1%	-9%	1%	3%	-2%	-26	0%	-3%	11	3
COC(=O)c1cccc(NC(=S)Nc2cc(Cl)ccc2OC)c1	6%	-2%	-12%	0%	-2%	-5%	16	?	-14%	1	0
COc1ccc(S(=O)(=O)N(CC(=O)Nc2ccc3c(c2)OCO3)c2ccccc2OC)cc1	3%	5%	5%	-8%	-3%	-1%	-4	44%	-1%	-4	-4
CCN(c1ccccc1)S(=O)(=O)c1ccc(OC)c(NC(=O)CN(C)C)c1	-19%	-1%	0%	-6%	-7%	-6%	1	-1%	-2%	11	1
Cc1ccc(N2C(=N)/C(=C3/Nc4ccccc4S3)C(c3ccccc3)C2=O)cc1 (centres undefined)	8%	-2%	?	11%	3%	0%	-17	-18%	-8%	-26	0
COc1cc(/C=N/N2C(=O)C3C4C=CC(CC4)C3C2=O)ccc1O (centres undefined)	-7%	1%	?	9%	1%	6%	6	38%	13%	11	3
CC(C)CCN1CCC(n2nccc2NC(=O)c2ccc3c(c2)OCO3)CC1	1%	-1%	1%	2%	3%	5%	-4	-5%	-4%	15	1
O=C(Nc1nncs1)c1ccc(Br)c(S(=O)(=O)N2CCCC2)c1	4%	-1%	?	0%	-1%	-3%	-9	28%	11%	-7	18
CCN(CC)Cc1c(O)ccc2occ(C(=O)c3ccc(OC)cc3)c12	-6%	-9%	-1%	-6%	-4%	-1%	-39	-25%	7%	13	-2
Cc1cc(C(=O)COC(=O)c2cccn2C)c(C)n1Cc1ccco1	?	-15%	0.6µM*	0.41µM*	0.79µM*	0.63µM*	-7	?	-33%	7	-1
Cc1csc(NC(=O)C2COc3ccccc3O2)n1 (centres undefined)	-8%	3%	1.2µM*	0.52µM*	?	0.45µM*	-2	14µM*	11µM*	-15	-1
Cc1cc(C)c(Cn2c3ccccc3c3cnn(CC(=O)NCCN4CCOCC4)c(=O)c32)c(C)c1	?	-2%	-2%	2%	-1%	0%	2	?	?	-4	-1
O=C(Cc1ccc(Cl)cc1)N1CCOCC1	-5%	4%	0%	-2%	4%	-3%	-4	?	3%	-4	-2
N#CCCn1nnc(-c2ccccc2F)n1	-1%	1%	0%	1%	-4%	6%	2	-14%	9%	13	1
CC(=O)NC1C(=O)N=C(SCC(=O)NCc2ccccc2)NC1=O (centres undefined)	16%	-7%	0%	1%	-3%	-3%	-1	-14%	-1%	-8	0
COc1ccccc1N1CCN(C(CNS(=O)(=O)c2ccccc2)c2ccccc2)CC1 (centres undefined)	-4%	0%	2%	-6%	0%	-2%	-6	-1%	-6%	-1	nt
O=C(O)CC(SCC(=O)Nc1ccc(Br)cc1)C(=O)O (centres undefined)	0%	23%	-10%	-1%	0%	-5%	3	1%	-30%	-5	19
COc1cccc(C2=CC(c3cccc(OC)c3OC)n3nnnc3N2)c1 (centres undefined)	-12%	-4%	24µM*	?	-11%	12%	-8	3.2µM*	-19%	?	-4
COc1cccc(C(C(=O)NC2CCCCC2)N(Cc2ccco2)C(=O)c2ccccn2)c1 (centres undefined)	1%	0%	0%	-5%	-1%	-3%	-3	-2%	0%	6	1
CCCN1C(=O)CC(C(=O)OC)=C1C	0%	-2%	1%[2.3 µM]	0%	1%	-4%	3	-23%	1%	-8	-11
CC(=O)Oc1ccc(C(=O)NCCc2ccccc2)cc1	-8%	-9%	9.5µM*	15%	0.4µM*	0.5µM*	26	?	?	1	0
COc1ccc(COc2cc(-c3cccc(OC)c3)nc3ccc(NC(=O)c4ccc(C)cc4)cc23)cc1	?	-5%	-2%	-5%	-2%	-6%	-27	-20%[40.7 µM]	-8%[40.7 µM]	-9	0&-1
Cc1ccc(/C=N/NC(=O)CNC(=O)c2cccs2)o1	6%	-3%	-3%	1%	0%	3%	5	-17%	-15%	-8	4
COC(=O)c1ccc(N(CC(=O)NCC2CCCO2)C(=O)CCC(=O)Nc2cc(C)on2)cc1 (centres undefined)	1%	0%	1%	-1%	-5%	0%	14	5%	4%	7	4
COc1ccc(N(C)S(=O)(=O)c2cccc(C(=O)NCC(c3cccs3)N(C)C)c2)cc1 (centres undefined)	17%	0%	-1%	25%	-1%	-3%	2	nt	nt	2	nt
Cc1nnc(SCC(=O)c2c[nH]c3ccccc23)n1C1CC1	1%	3%	-13%	1%	-2%	2%	-2	nt	nt	-20	nt
O=C(CN1CCN(Cc2ccccc2Cl)C1=O)NCC1CCCO1 (centres undefined)	3%	-1%	-1%	0%	0%	-7%	-1	25%	3%	-6	-4
COc1ccc(-n2cccc2/C=C2\C(=N)N3N=C(c4ccco4)SC3=NC2=O)cc1	-1%	-11%	?	11%	-3%	-4%	-2	14%	5%	9	5
Cn1c(=O)[nH]c(=O)c2c1nc(CN1CCN(c3ccc(F)cc3)CC1)n2CCc1ccccc1	3%	-3%	3%	7%	-1%	0%	-25	-8%	3%	-18	-1
Cc1ccn2c(C(=O)N/N=C\c3cccs3)c(C)nc2c1	2%	-4%	-6%	12%	2%	-2%	?	?	1%[0.365 µM]	-11	2
CC(C)C(C)NC(=O)COC(=O)C1CCN(S(=O)(=O)c2ccc3c(c2)OCCO3)CC1 (centres undefined)	8%	0%	0%	0%	-8%	2%	5	nt	nt	14	nt
O=C1c2ccccc2C(=O)N1n1cccc1	2%	0%	3%	-3%	8%	0%	5	-4%	-24%	-10	2
COc1ccc(C/C(O)=C(\C#N)c2nc3ccccc3s2)cc1	14%	2%	?	-8%	-4%	-3%[1.84 µM]	-3	?	-20%	-4	20
Nc1ccn(CC(=O)NCCNc2ccc([N+](=O)[O-])cn2)c(=O)n1	6%	-1%	-1%	3%	-2%	-9%	9	nt	nt	1	nt
Cc1cccc(-n2c(-c3csc4ccccc34)n[nH]c2=S)c1	1%	-4%	-10%	1%	-1%	3%	-5	2µM*	-18%	-7	2
